Screening results: PubChem, National Center for Advancing Translational Sciences (NCATS)
FUS suppressor = FUS proteinopathy suppression in yeast; S. cerevisiae FUS-expressing, growth rescue, OD600, 24 h; Potency, µM (top dose mostly 76.6 µM), inactives show at the top dose growth rescue (activation), usual class: activators; actives 0.24% (n = 390,000); AID 1347120; active means well fitted activation curve with a large enough effect; inconclusive means small, poorly fitted or top-dose-only effect; inactive means no such curve, though single readings can be large or run the other way;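 further: plate controls were DMSO vehicle for no effect and reference control for full effect; nearly all actives have a fitted effect of over 55% in size; some results filed as inactive show a strong effect at the top dose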
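Yeast expressing FUS under galactose induction, OD 0.005 in 2% galactose medium; compounds in a dilution series, 24 h at 30C. Growth rescue by absorbance at 600 nm; CP55940 positive control, DMSO negative.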
The depositor's hits bear a star; ? = inconclusive. Potency means the concentration at half of the fitted maximal effect. An excerpt (hit frequency here may not be typical).

FUS suppressor	Structure
1%	Cc1nc2ccc(S(=O)(=O)NCC(=O)NCc3ccccc3C)cc2s1
?	COC(=O)[C@]12C[C@H](CC(=O)N3CCOCC3)C(=O)N(Cc3cccc4ccccc34)C1=C[C@H](COCc1ccccc1)O[C@@H]2C
12%	CN1C(=O)c2cc(NC(=O)C3CCCCC3)ccc2OC[C@H]2O[C@@H](CC(=O)NC3CCCC3)CC[C@H]21
?	COC(=O)[C@]12C[C@H](CC(=O)N3CCSCC3)C(=O)N(Cc3cccc4ccccc34)C1=C[C@H](C(C)(C)C)O[C@@H]2C
-8%	CCCCCCNC(=O)C1CSCCS(=O)(=O)N1Cc1ccc(F)cc1 (stereo unspecified)
-1%	O=C(CCCCCN1C(=O)C2C3C=CC(C3)C2C1=O)N1CCN(c2ncccn2)CC1 (stereo unspecified)
22%	COC(=O)[C@]12C[C@H](CC(=O)NCc3cccs3)C(=O)N(Cc3ccco3)C1=C[C@H](COCc1ccccc1)O[C@@H]2C
8%	Cc1cccc(C(=O)Nc2c(-c3ccc(F)cc3)nc3ncccn23)c1
36%	CCOC(=O)[C@]12CCCCC/C=C\1N(CCc1ccc(Cl)cc1)C(=O)[C@H]2CC(=O)N1CCCC1
2%	O=C(OCC#CCSc1nnc(-c2cccc3ccccc23)o1)c1ccccc1F
?	O=C(CSc1nc2ccccc2nc1N1CCCCC1)N1CCN(S(=O)(=O)c2ccccc2)CC1
44%	Fc1cc(F)c(CSc2nnc(-c3cccnc3)n2Cc2ccccc2)cc1F
-6%	C[n+]1cc(C(O)(c2ccccc2)c2ccccc2)n2ccccc21
15%	CC(C)(C)CSc1nnc(-c2cccnc2)n1Cc1ccccc1
-11%	CC1CCN(c2ccc(C(=O)O)cc2NS(=O)(=O)c2ccc(Cl)s2)CC1
?	Cn1ccnc1C(=O)O[C@@H]1CCC[C@@]2(C(=O)N(Cc3ccccc3)c3ccccc32)[C@H]1NC(=O)CCc1ccccc1
?	COC(=O)[C@]12C[C@H](CC(=O)N3CCN(C(=O)C4CC4)CC3)C(=O)N(CCC3=CCCCC3)C1=C[C@H](C(C)C)O[C@@H]2C1CC1
-3%	Cc1nc2ccc(NC(=O)c3ccc(F)cc3F)cc2c(=O)[nH]1
-2%	C=CCN1C(=O)[C@H](CC(=O)NCc2ccc(C)o2)[C@@]2(C(=O)OCC)CCCC=C12
23%	COC(=O)c1ccc(-c2ccc3c(c2)[C@]2(CCC[C@@H](O)[C@@H]2NC(=O)CCc2ccccc2)C(=O)N3Cc2ccccc2)cc1
14%	CCCCNC(=O)NCC1CCN(Cc2ccc(OC)cc2)CC1
?	COC(=O)[C@]12C[C@H](CC(=O)NCc3cccc4ccccc34)C(=O)N(Cc3ccco3)C1=C[C@H](COCc1ccccc1)O[C@@H]2C
23%	Cc1ccc(-c2c(C(=O)NCC(C)C)oc(=O)c3ccccc23)cc1
-3%	COc1ccc(CN2CCC(CNC(=O)NCc3ccccc3)CC2)cc1
-15%	O=C(c1sccc1Cl)N1CCC(n2nnc3ncccc32)CC1

Some of the entries so far, tab-delimited.
Molecule	FUS suppressor
C[n+]1cc(C(O)(c2ccccc2)c2ccccc2)n2ccccc21	-6%
CC(C)(C)CSc1nnc(-c2cccnc2)n1Cc1ccccc1	15%
CC1CCN(c2ccc(C(=O)O)cc2NS(=O)(=O)c2ccc(Cl)s2)CC1	-11%
Cn1ccnc1C(=O)O[C@@H]1CCC[C@@]2(C(=O)N(Cc3ccccc3)c3ccccc32)[C@H]1NC(=O)CCc1ccccc1	?
COC(=O)[C@]12C[C@H](CC(=O)N3CCN(C(=O)C4CC4)CC3)C(=O)N(CCC3=CCCCC3)C1=C[C@H](C(C)C)O[C@@H]2C1CC1	?
Cc1nc2ccc(NC(=O)c3ccc(F)cc3F)cc2c(=O)[nH]1	-3%
C=CCN1C(=O)[C@H](CC(=O)NCc2ccc(C)o2)[C@@]2(C(=O)OCC)CCCC=C12	-2%
COC(=O)c1ccc(-c2ccc3c(c2)[C@]2(CCC[C@@H](O)[C@@H]2NC(=O)CCc2ccccc2)C(=O)N3Cc2ccccc2)cc1	23%
CCCCNC(=O)NCC1CCN(Cc2ccc(OC)cc2)CC1	14%
COC(=O)[C@]12C[C@H](CC(=O)NCc3cccc4ccccc34)C(=O)N(Cc3ccco3)C1=C[C@H](COCc1ccccc1)O[C@@H]2C	?
Cc1ccc(-c2c(C(=O)NCC(C)C)oc(=O)c3ccccc23)cc1	23%
COc1ccc(CN2CCC(CNC(=O)NCc3ccccc3)CC2)cc1	-3%
O=C(c1sccc1Cl)N1CCC(n2nnc3ncccc32)CC1	-15%

The list continues:
FUS suppressor	Structure
10%	COC(=O)[C@@]12CCCCC3=C1N(CCC3)C(=O)[C@H]2CC(=O)N1CCN(C(=O)c2ccco2)CC1
25%	O=C(NC1CCCC1)N1CCC(c2nc3ccc(Cl)cc3[nH]2)CC1
2%	CCC[C@H]1[C@@H](OC(=O)NCc2cccnc2)CC[C@@]23CCCN2C(=O)CCC[C@@H]13
25%	Cc1cc(C)cc(NC(=O)OC2CC3CC2[C@H]2CCCCN2[C@H]3Cc2ccccc2)c1 (stereo partly specified)
24%	COc1ccc(-n2c(COc3ccc(Cl)cc3)nnc2SCC(=O)Nc2ccc(Oc3ccccc3)cc2)cc1
2%	COc1cccc(CO[C@H]2C=C[C@@H](c3ccccc3)O[C@@H]2CO)c1
-1%	CC1(C)CC(=O)C=C(Nc2ccccc2NC(=O)c2cccc(F)c2F)C1
4%	COc1ccc(-c2nnc(SCC(=O)NN=Cc3c(O)ccc4ccccc34)n2-c2ccc(OC)cc2)cc1
0%	COc1ccccc1C(=O)NC1CCCCN(Cc2cccc(F)c2)C1=O (stereo unspecified)
8%	CCn1c2ccccc2c2cc(C=NNC(=O)CSc3nc4ccccc4c(=O)n3-c3ccccc3)ccc21
-13%	O=C(OCc1cn(Cc2ccc(C(F)(F)F)cc2)nn1)N1CCCC1
-26%	O=C(Nc1c(-c2ccc(C(F)(F)F)cc2)nc2ncccn12)c1ccccc1
?	CCOc1ccc(-n2c(COc3ccccc3)nnc2SCc2nc3ccccc3[nH]2)cc1
4%	CCS(=O)(=O)Nc1ccc2c(c1)C(=O)N(C)[C@@H]1CC[C@H](CC(=O)NCCOC)O[C@H]1CO2
-5%	N#CCC[C@H]1CC[C@]2(CCCN(Cc3ccccc3)C2)O1
-9%	COc1ccc(C(=O)N2CCC(Oc3cccnc3)CC2)c(OC)c1
-6%	CCC(C)NC(=O)CN1C(=O)C2CCCCN2C(=O)c2ccccc21 (stereo unspecified)
-12%	CC(=O)c1ccc(-c2cc(C(C)=O)c3n(c2=O)CCC3)cc1
13%	CCCCNC(=O)C1CCCN1C(=O)NCc1ccccc1OC (stereo unspecified)
?	Cc1cccc(N2CCN(C(=O)c3cc(S(=O)(=O)N(C)C)ccc3Cl)CC2)c1C
14%	COC(=O)C[C@H]1CC[C@@H]2[C@@H](COc3ccc(NS(=O)(=O)c4ccccc4Cl)cc3C(=O)N2C)O1
-17%	CNC(=O)[C@@H]1CC=C[C@@H]2CCN(c3ccccc3)C(=O)[C@@H]21
11%	Nc1[nH]c(C(=O)c2ccccc2)c(-c2ccc(Cl)cc2Cl)c1C(=O)NCCC1=CCCCC1
-5%	COc1ccc(CNCC#Cc2ccccc2)cc1
-10%	CCCCC(=O)N[C@@H]1CC[C@@]23CCCN2C(=O)CCC[C@H]3[C@H]1C
?	COC(CNC(=O)[C@H](Cc1c[nH]c2ccccc12)NC1(C(=O)NC(c2ccccc2)c2ccccc2)CCCCC1)OC
2%	O=C(OC12CCCN(C1)/C(=C/c1cccc(Cl)c1)C2)C1CCCCC1 (stereo unspecified)
41%	CCN(C[C@H]1[C@@H](c2ccc(C3=CCCC3)cc2)[C@H](CO)N1Cc1ccccn1)S(=O)(=O)c1ccccc1[N+](=O)[O-]
-5%	COC(=O)[C@@H](CC(C)C)CP(=O)(OC)[C@@H](C)NC(=O)OCc1ccccc1 (stereo partly specified)
-3%	CC(C)(C)C(=O)NC1CCCCN(Cc2cccc(Cl)c2)C1=O (stereo unspecified)
31%	COC(=O)[C@]12C[C@H](CC(=O)N3CCCC3)C(=O)N(Cc3ccc4c(c3)OCO4)C1=C[C@H](C(C)C)O[C@@H]2C1CC1
?	CCC[C@H]1OC(=O)[C@@H]2CCCN2C(=O)[C@H]([C@H](C)Cc2ccccc2)NC(=O)[C@@H]2CCCN2C(=O)[C@@H]2CCCN2C(=O)[C@H](C(C)C)OC(=O)[C@@H]2CCCN2C(=O)[C@H](C(C)C)NC(=O)C1(C)C
-10%	COc1ccc(CCNC(=O)c2ccc3c(c2)ncn3C2CCCCC2)cc1
-2%	C/C(=N/NC(=O)c1ccoc1C)c1cccs1
0%	O=C1CCc2cc(S(=O)(=O)Nc3ccc4c(c3)OCCO4)ccc2N1
?	O=C(CSc1nnc(-c2cccnc2)n1-c1ccc(Cl)cc1)Nc1ccc(S(=O)(=O)Nc2nccs2)cc1
1%	COc1ccc(NC(=O)NC2CCN(S(=O)(=O)c3ccc(F)cc3)CC2)cc1OC
34%	COc1cccc(N(C)C(=O)[C@@H](C)[C@@H](O)c2ccc3ccccc3c2)c1
6%	CCCC[C@H]1C2CC(OC(=O)Nc3cccc(Br)c3)C(C2)[C@H]2CCCCN21 (stereo partly specified)
10%	COc1ccc(-n2cc(COC(=O)NCCc3ccccc3)nn2)cc1
2%	O=C1CCC[C@H]2Cc3nc4cc5c(cc4cc3C[C@]23CCCN13)OCO5
5%	COC(=O)c1ccc2c(C(C)c3ccccc3O)c[nH]c2c1 (stereo unspecified)
?	CCN(C(=O)[C@@H](C1CC1)[C@@H](O)c1ccc2ccccc2c1)c1ccccc1
-4%	C[C@H]1CCCN1c1cccc2c1S(=O)(=O)N1CC[C@H](C1)O2
22µM*	COC(=O)[C@]12C[C@H](CC(=O)NCCC(C)C)C(=O)N(Cc3cccc4ccccc34)C1=C[C@H](C(C)(C)C)O[C@@H]2C
-21%	CCCCCCCCN1C(=O)[C@@H](CC(=O)N2CCOCC2)C[C@@]2(C(=O)OC)C1=C[C@H](COCc1ccccc1)O[C@@H]2C
-9%	CNC(=O)C[C@H]1CC[C@H]2[C@@H](COc3ccc(NC(=O)Nc4ccccc4)cc3C(=O)N2C)O1
-6%	C[C@@H]1COc2cc(Br)ccc2S(=O)(=O)N1Cc1cn(CCC2OCCO2)nn1
-6%	COc1ccccc1CCNC(=O)CSc1nc2c([nH]1)c(=O)n(C)c(=O)n2C
15%	CCNC(=S)NNC(=O)CSc1nc2ccccc2c(=O)n1-c1ccc(Cl)cc1

Further entries.
FUS suppressor	Structure
8%	COCCCN1C(=O)[C@H](CC(=O)NCc2ccc(OC)c(OC)c2)[C@]2(C(=O)OC)CCCCC=C12
-12%	CCN(CC)C(=O)CC[C@H]1CC[C@]2(CCCN(CC3CC3)C2)O1
-14%	CCC[C@@H](/C=C/C(=O)OC(C)(C)C)Sc1ccccc1OC
0%	O=C(NC1CCCCN(Cc2cccc(Cl)c2)C1=O)c1cccc(C(F)(F)F)c1 (stereo unspecified)
-1%	C[C@@H]1CCN(C2CC2)S(=O)(=O)c2ccc(N3CC[C@H](N(C)C)C3)cc2O1
10%	CC(=O)N1CCc2cc(S(=O)(=O)NCCC(=O)N(C)Cc3ccccc3F)ccc21
?	O=C1C[C@H](c2ccc3ccccc3c2)N=C2N1/C(=C\c1ccccc1)[C@@H](c1ccccc1C(F)(F)F)N2Cc1ccc2c(c1)OCO2
37%	CCCCOCCCNC(=O)C[C@H]1C(=O)N(Cc2ccc(OC)cc2)C2=CCCCC[C@@]21C(=O)OC
-11%	O=C(OC12CCCN(C1)/C(=C/c1ccncc1)C2)c1cccc(F)c1 (stereo unspecified)
-5%	Fc1ccccc1Cn1ccc2ccc(-c3ccc4ccn(Cc5ccccc5F)c4c3)cc21
26%	C=CCn1c(COc2ccc(C)cc2)nnc1SCC(=O)Nc1ccc(Oc2ccccc2)cc1
-13%	Cc1nc2ccc(NC(=O)c3cc(Cl)ccc3F)cc2c(=O)[nH]1
15%	COC(=O)c1ccc(Cn2ccc3ccc(-c4ccc5ccn(C(=O)c6ccc(C)cc6)c5c4)cc32)cc1
-3%	C#CCN1CC(N(C)CCOC(=O)c2cccs2)CS1(=O)=O (stereo unspecified)
-6%	CCCCCN1CCCCC(NC(=O)c2cccc(F)c2)C1=O (stereo unspecified)
?	COC(=O)[C@]12C[C@H](CC(=O)N3CCCCC3)C(=O)N(Cc3ccc4c(c3)OCO4)C1=C[C@H](C(C)C)O[C@@H]2C1CC1
9%	N#Cc1ccc(/C=C2\CC3(OC(=O)c4ccc(F)cc4)CCCN2C3)cc1 (stereo unspecified)
-24%	O=C(COCc1ccccc1)N1CCC(Oc2cccnc2)CC1
2%	CN(Cc1cn(Cc2ccccc2)nn1)S(=O)(=O)c1ccccc1Br
27%	COC(=O)[C@]12C[C@H](CC(=O)NCC34CC5CC(CC(C5)C3)C4)C(=O)N(Cc3cccc4ccccc34)C1=C[C@H](C(C)(C)C)O[C@@H]2C
-9%	CC(=O)c1cc(-c2csc(C=O)c2)c(=O)n2c1CCC2
6%	COc1ccccc1CNC(=O)NCCCN1CCN(c2ccc(F)cc2)CC1
33%	O=C(NCCc1c[nH]c2ccccc12)OCc1cn(Cc2ccc(F)c(F)c2)nn1
?	C[C@@H]1[C@@H](c2ccccc2)c2cc3ccccc3nc2-c2nc3ccccc3cc2[C@@H]1C(=O)N1CCCC1
?	CCC(CO)Nc1cccc2c1S(=O)(=O)N(Cc1cn(Cc3cccc(F)c3)nn1)Cc1ccccc1O2 (stereo unspecified)
7%	CCn1c(Cc2cccs2)nnc1SCC(=O)Nc1ccc(Cl)cc1C
22%	CCCNC(=O)N1CC[C@H]2[C@@H]1c1cc(-c3ccc(F)cc3)ccc1N(C)[C@H]2CO
2%	CSCCCNC(=O)C1CCN(S(=O)(=O)c2ccc3[nH]c(=O)oc3c2)CC1
?	COc1ccc(CNC(=O)c2cc(-c3ccccc3)c(N3CCOCC3)s2)cc1OC
